Compound activity (PubChem BioAssay)
HDAC3 inhib: HDAC3 deacetylase inhibitors, primary screen, biochemical, fluorescence, cell-free homogeneous | Histone deacetylase 3 (Homo sapiens), O15379 | recombinant HDAC3, fluorogenic peptide/trypsin coupled | actives 0.15% (n = 320,000) | inhibition, % at 8.3 µM | AID 2718, 2010; in the data active = inhibition above about 26%, passing the limit was not always enough
Target sequence (O15379 whole entry, looked up): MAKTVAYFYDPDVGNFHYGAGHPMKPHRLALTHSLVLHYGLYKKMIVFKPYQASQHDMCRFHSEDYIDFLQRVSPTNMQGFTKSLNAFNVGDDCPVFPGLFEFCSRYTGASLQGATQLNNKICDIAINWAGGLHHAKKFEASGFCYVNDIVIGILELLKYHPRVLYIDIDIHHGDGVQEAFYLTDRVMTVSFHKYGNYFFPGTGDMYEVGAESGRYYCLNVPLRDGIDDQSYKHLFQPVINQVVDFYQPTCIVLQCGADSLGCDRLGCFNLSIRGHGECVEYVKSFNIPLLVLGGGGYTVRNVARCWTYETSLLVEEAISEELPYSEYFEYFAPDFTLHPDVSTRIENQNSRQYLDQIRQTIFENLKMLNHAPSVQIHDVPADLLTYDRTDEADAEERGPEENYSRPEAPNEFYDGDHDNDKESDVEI
DYRK1A inh: rat Dyrk1A kinase inhibitors, primary screen, biochemical, single point, plate reader. Dual specificity tyrosine-phosphorylation-regulated kinase 1A (Rattus norvegicus), Q63470. ADP-Glo luminescence, NFATc1 peptide. inhibition, % at 12.5 µM. actives 0.43% (n = 310,000); in the data active = inhibition above about 50%;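 also: plate controls were vehicle with enzyme for no effect and no enzyme for full effect; many of its hits are not listed in these tables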
PolyA inhibitor: polyadenylation inhibitors in yeast reporter cells, primary screen, luminescence, S. cerevisiae; S. cerevisiae SKY197-pL101 polyadenylation reporter, beta-gal luminescence; efflux-impaired pdr1/pdr3 knockout yeast; score 100 = 6 SD above DMSO; calls only at 12 µM; actives 0.02% (n = 300,000);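 active = lowest replicate activity score at least 50, where 100 means six control SD above control mean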;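 also: yeast exposed to compound for 9 h at 30 °C; higher score means more reporter readthrough which indicates perturbed polyadenylation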
HSP90 inh: HSP90 inhibitors, primary screen, cell lysate, luminescence; Heat shock protein HSP 90 (rabbit reticulocyte lysate; luciferase refolding); Rabbit reticulocyte lysate, luciferase refolding luminescence, 3 h; inhibition, % at 5.6 µM; actives 0.91% (n = 290,000); AID 1789, 2009;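 active = inhibition above the screen-wide mean plus 3 SD, computed separately per campaign, cut at about 16% in these data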;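 also: 0% = DMSO wells and 100% = 60 µM geldanamycin wells; inhibitors lower the luminescence because luciferase stays unfolded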
GSK3A inh: blockers of GSK3A enzyme activity – biochemical, luminescence, cell-free homogeneous, HTS, primary screen; GSK-3 alpha kinase, ADP-Glo luminescence, 60 min; AID 2650, 2010; Glycogen synthase kinase-3 alpha (Homo sapiens), P49840; actives 0.1% (n = 320,000); inhibition, % at 10 µM;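 in the data active = inhibition above about 50%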;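 also: GST-tagged GSK-3 alpha with peptide substrate and 25 µM ATP; 0% = DMSO neutral wells and 100% = GW8510 positive control wells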
Target sequence (P49840 whole entry, looked up): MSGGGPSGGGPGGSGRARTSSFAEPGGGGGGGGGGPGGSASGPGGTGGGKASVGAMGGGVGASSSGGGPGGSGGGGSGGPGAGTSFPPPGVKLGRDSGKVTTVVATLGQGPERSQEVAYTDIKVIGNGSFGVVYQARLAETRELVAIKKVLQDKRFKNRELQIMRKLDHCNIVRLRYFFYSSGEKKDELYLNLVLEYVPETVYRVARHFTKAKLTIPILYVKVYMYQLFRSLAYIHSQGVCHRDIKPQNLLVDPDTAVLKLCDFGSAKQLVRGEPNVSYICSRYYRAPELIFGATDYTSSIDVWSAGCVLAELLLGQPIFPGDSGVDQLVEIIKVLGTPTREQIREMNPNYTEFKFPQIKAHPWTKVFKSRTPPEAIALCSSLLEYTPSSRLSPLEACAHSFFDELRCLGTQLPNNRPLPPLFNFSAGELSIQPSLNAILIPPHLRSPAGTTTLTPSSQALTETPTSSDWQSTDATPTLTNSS
HSF1 inh: HSF1 inhibitors in luciferase reporter cells, primary screen, cell-based, NIH3T3, luminescence; actives 0.77% (n = 300,000); activity change, negative = inhibition, % at 7.5 µM (by protocol); AID 2098, 2009; NIH3T3-HGL HSE-luciferase, MG132-induced, luminescence 8 h; stronger effect = lower value;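 active = more than half of replicate wells show activity change below -50%, luminescence cut by over half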;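 also: luciferase reports HSF-1 transcriptional activity via heat shock element; 0% = median of DMSO wells and -100% = zero luminescence signal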
GSK3beta inhib: human GSK3beta kinase inhibitors, primary screen, biochemical, cell-free homogeneous, HTS | actives 0.038% (n = 300,000) | AID 2097, 2009 | activity score (negative = inhibition), % at 10 µM | Glycogen synthase kinase-3 beta (Homo sapiens), P49841 | GST-GSK3beta kinase, ADP-Glo luminescence, 60 min; stronger effect = lower value;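 active = more than half of replicate wells score below -50%, meaning over 50% inhibition versus plate controls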;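 also: 0% = median DMSO wells and -100% = median GW8510 positive control wells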
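Test system: GST-fused GSK3beta enzyme, cell-free | Quantity: 1.6 ng GST-GSK3beta enzyme per well | Reagent: 25 µM ATP with peptide substrate | Schedule: 60 min enzyme reaction, room temperature | Signal: Luminescent ADP-Glo measurement of ADP formed | Read-out basis: Score relative to plate controls | Control set: DMSO and 20 µM GW8510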
HSF1 activator: HSF-1 activators, primary screen, NIH3T3-HGL cells, MG132 stress, luminescence, single point. NIH3T3-HGL HSF-1 luciferase reporter, 8 h; 100% = twice DMSO control signal. activation, % at 9 µM. actives 1.7% (n = 300,000). AID 504408, 2011;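 active = mean replicate activation of at least 50% with a set share of replicates each reaching 50%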;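 also: 0% = median of the neutral control wells and 100% = twice that signal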
Platelet DG rel: inhibitors of platelet dense granule secretion, primary screen, cell-based, MLPCN, human platelets | human platelet-rich plasma, SFLLRN dense granule ATP release, luminescence | inhibition, %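 (compounds screened at 7.5 µM in platelet-rich plasma)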 | actives 0.22% (n = 300,000);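 active = mean replicate score, as percent of positive control, at or above 50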
AI-2 QS mod: Vibrio harveyi AI-2 quorum sensing modulators, primary screen, JMH597 strain, luminescence/OD600 ratio; Vibrio harveyi JMH597 AI-2 luminescence/OD600 ratio, 9 h; stronger effect = lower value; strain lacks LuxN and CqsS sensors; 0 = neutral-control median; activity change, % at 7.5 µM; actives 0.4% (n = 300,000); in the data active = activity change below about -75%, passing the limit was not always enough;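 also: luminescence divided by OD600 gain over 9 h not by final OD600 alone; inactives centre near 13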
Starred values were filed as active, the others as inactive; i = inactive; · = no result given. Not all compounds are listed; the hit share may differ from the screen's.

SMILES	HDAC3 inhib	DYRK1A inh	PolyA inhibitor	HSP90 inh	GSK3A inh	HSF1 inh	GSK3beta inhib	HSF1 activator	Platelet DG rel	AI-2 QS mod
COc1ccc(/C=C2\C(=O)N(Cc3ccc(F)cc3)CC(=O)N2Cc2ccccc2)cc1	14	2	i	2	-3	-6	1	-4	-4	11
CC(=O)Nc1ccc(Sc2ccccc2C(=O)N2CCCC2)cn1	7	-2	i	-3	-2	-4	-1	-16	0	15
O=C1C=Cc2ccccc2/C1=C/c1[nH]c(=O)[nH]c1O	-9	24	i	-1	0	0	-1	13	0	-11
S=c1[nH]nc(-c2cc(-c3ccco3)[nH]n2)n1-c1ccccc1Cl	10	12	i	-2	13	2	0	16	4	9
Cc1cc(C)c2oc(-c3cccc(NC(=O)c4ccc(F)cc4)c3)nc2c1	-7	11	i	5	-4	5	2	6	-12	38
Cc1cc2occ(CC(=O)NC3CCCc4ccccc43)c2cc1C (stereo not drawn)	5	0	i	-4	·	-1	-2	9	-4	4
CC(C)CNS(=O)(=O)c1ccc(CCC(=O)N2CCCC2)cc1	·	-2	i	0	0	-4	1	-5	4	11
O=C(NCc1ccccc1Cl)c1ccc2c(=O)n(CC3CCCO3)c(=S)[nH]c2c1 (stereo not drawn)	-5	-2	i	-1	0	4	·	18	3	·
O=C(Cn1cc(C(=O)C(F)(F)F)c2ccccc21)Nc1ccccc1F	0	·	i	3	-2	1	0	-10	-3	6
O=c1c(Cc2ccc(F)cc2)c(O)ccn1Cc1ccc(Cl)cc1Cl	5	0	i	6	-3	4	3	-12	-9	-4
CC1(C)CC(=O)CC2(C1)NCC(c1ccccc1)c1c2[nH]c2ccccc12 (stereo not drawn)	11	0	i	5	-2	-5	5	18	7	10
COc1ccc(C(O)c2nccn2C)cc1 (stereo not drawn)	-5	5	i	2	1	-9	0	-14	9	-8
Nc1cccnc1Oc1ccc(F)cc1	-1	1	i	-6	0	-4	3	1	-10	22
CCC(C)NC(=O)c1ccccc1NC(=O)C1COc2ccccc2O1 (stereo not drawn)	1	0	i	0	-1	1	-1	31	-2	1
CCN(CCC(=O)Nc1cc(OC)cc(OC)c1)Cc1ccccc1	0	4	i	3	6	-4	1	6	0	2
O=C(O)[C@H]1CCCC[C@H]1C(=O)Nc1cc([N+](=O)[O-])ccc1F	-5	1	i	0	-3	-7	0	-7	9	12
COc1ccc(O)c(/C=N/NS(=O)(=O)c2ccc(C)cc2)c1	-6	-3	i	-2	-4	-1	-1	-11	10	20
CCC(C(=O)NC1CCCCC1)n1c(SCc2cccc(C)c2)nc2ccncc21 (stereo not drawn)	6	0	i	3	-2	6	1	2	1	-26
Cc1cccc(NC(=S)NC(=O)CCc2ccccc2)c1	1	2	i	4	·	11	-1	2	6	-52
COc1ccc(NC(=O)Cn2c(=O)n(CC3CCCO3)c(=O)c3cc(OC)c(OC)cc32)c(OC)c1 (stereo not drawn)	-4	7	i	-1	-4	-2	-2	2	1	24
Cc1ccc(N2C(=O)CSC23C(=O)Nc2ccccc23)cc1 (stereo not drawn)	-5	-5	i	-4	-1	7	3	21	0	0
O=C(O)c1cccc(S(=O)(=O)N2CCN(c3ccccn3)CC2)c1	1	2	i	-4	-3	-2	2	1	6	15
Cc1ccccc1CN1CCN(CC2CC2)CC1CCO (stereo not drawn)	0	·	i	-1	-9	1	4	-7	3	16
COc1ccc(CCNC(=O)c2ccc3nc(-c4ccco4)c(-c4ccco4)nc3c2)cc1OC	0	5	·	4	0	·	·	·	·	·
O=C(O)/C=C/C(=O)NNC(=O)c1ccccc1Br	-15	4	i	-2	0	-4	-1	1	-2	20
CCc1nnc(N2C(=O)c3cccc4cccc(c34)C2=O)s1	1	0	i	5	-1	-5	2	-8	-8	20
Cc1cc(Br)ccc1OCCn1ccnc1	5	-3	i	-4	0	-6	7	-10	11	12
COc1cc2nc(N(CCN(C)C)C(=O)c3ccc4ccccc4c3)sc2cc1OC	-7	-3	i	-2	2	4	0	8	0	-5
Cc1cc(C)cc(N(C(=O)c2cc3ccccc3oc2=O)C2C=CS(=O)(=O)C2)c1 (stereo not drawn)	3	-1	i	-2	-1	-3	1	-4	-1	17
Cc1ccccc1NC(=O)CN1C(=O)S/C(=C\c2cccn2-c2cccc(C(=O)O)c2)C1=O	5	27	i	3	-1	-2	0	-5	2	26
CCOc1ccccc1NC(=O)CCC(=O)Nc1ccccc1OCC	0	0	i	-1	3	4	2	17	1	6
O=C(c1ccc(Cl)c(S(=O)(=O)NCc2ccco2)c1)N1CCN(c2ccc(F)cc2)CC1	1	1	i	2	3	2	-4	-5	-6	14
COc1cccc(/C=C/C(=O)OCC(=O)Nc2cccc(S(=O)(=O)N3CCOCC3)c2)c1OC	-2	-3	i	-2	0	4	1	4	-8	-8
COc1cccc(C(=O)NCCSCc2c(F)cccc2Cl)c1	-1	12	i	-6	12	13	0	30	-4	10
O=C(CSc1nnc(CNc2ccc(F)cc2)o1)c1ccccc1	1	9	i	5	-1	6	-3	31	9	26
N#Cc1nc(-c2cccc(Cl)c2)oc1N1CCC(C(N)=O)CC1	-175	-3	i	0	1	-9	-4	-13	·	6
COc1cc(OC)cc(C(=O)NC(=S)NCCc2ccccc2)c1	-3	-1	i	-1	-3	5	-2	19	2	-17
CC(=O)NC1C(OCCOc2ccc(Cl)cc2Cl)OC(COC(C)=O)C(OC(C)=O)C1OC(C)=O (stereo not drawn)	-3	0	i	-2	2	-1	-3	12	5	-5
CC(C)CCNC(=O)c1ccc(NC(=O)C2=CSCCO2)cc1	9	8	i	-3	-1	0	1	-7	-8	2
Cc1ccc(NC(=O)CN(C)C(=O)COC(=O)C2=COCCO2)cc1	·	-3	i	·	-3	0	2	7	4	11
Cc1cc(C)c2[nH]c(C(=O)Nc3ccc4c(c3)OCO4)cc2c1	6	·	i	3	-1	15	-2	33	26	41
COC(=O)CCC(=O)Nc1cccc(Br)c1	3	4	i	-2	-1	2	2	5	-49	17
COc1cc(SC)ccc1C(=O)N1CCN(c2ccccc2F)CC1	2	11	i	1	·	-1	3	6	-4	28
Cc1nc(SCC(=O)NC2CCCC2)[nH]c(=O)c1Cc1ccccc1	-2	-6	i	1	-2	0	2	10	1	9
Cc1cc(C=NCCCO)c(C)n1-c1cc(Cl)ccc1Cl	·	2	i	5	·	-1	-1	-1	0	2
COC(=O)c1ccc(C(=O)OC)c(NC(=S)N2CCC(C(N)=O)CC2)c1	-13	3	i	1	-2	-3	-5	-10	13	7
Cn1c(-c2ccccc2)c(/C=N/NC(=O)c2ccc(O)cc2)c2ccccc21	2	12	i	-2	-4	26	-1	48	-2	33
O=C(NC(NC1CCS(=O)(=O)C1)C(Cl)(Cl)Cl)c1cccc(Cl)c1 (stereo not drawn)	1	-2	i	1	-1	-10	4	13	7	9
COCC1CCN(C(=O)C2CCC(=O)N(Cc3cccc(F)c3)C2)CC1 (stereo not drawn)	4	·	i	0	0	4	2	3	26	26
O=C(NCCN1CCOCC1)c1ccc2ccccc2n1	1	-1	i	1	-1	-8	1	7	1	13
CN1C=CC(=C2C(=O)c3ccccc3C2=O)C=C1	·	·	i	12	·	-3	1	31	1	18
COCCC(=O)N1CCC(Oc2ccc(C(=O)NC3Cc4ccccc4C3)cc2)CC1	3	-3	i	-7	-1	-10	5	-16	10	32
O=c1[nH]c(CN2CCN(c3ccccc3)CC2)nc2ccccc12	-1	2	i	-3	0	·	0	·	-1	26
CCc1nnc(NC(=O)CSc2ccc(-c3ccco3)nn2)s1	8	-2	i	-4	-3	-5	3	29	3	-83*
COc1ccc(/C=N/Nc2nncn2N)cc1Br	1	24	i	0	7	47	0	78*	1	49
O=C(Cc1c(F)cccc1Cl)N1CCN(S(=O)(=O)c2cccc(F)c2)CC1	-1	0	i	·	-2	1	1	9	3	15
CCc1ccc(C2NC(=S)NC3=C2C(=O)CC(C)(C)C3)cc1 (stereo not drawn)	-5	4	i	2	-1	18	-28	32	-14	14
COc1ccc(OC)c(/C=N/NC(=O)CC(=O)NCc2ccccc2)c1	-60	·	i	4	-3	-15	3	-31	0	10
Cc1c(C(C)(C)C)sc(=NC(=O)c2ccccc2O)n1C	-2	·	i	6	-1	-15	-3	-14	-5	30
O=C(Nc1cccc(C(F)(F)F)c1)N1CCN(C(=O)Nc2cccc(C(F)(F)F)c2)CC1	-2	·	i	1	0	3	1	24	5	-1

Pulled by compound from the entries so far:
SMILES	HDAC3 inhib	DYRK1A inh	PolyA inhibitor	HSP90 inh	GSK3A inh	HSF1 inh	GSK3beta inhib	HSF1 activator	Platelet DG rel	AI-2 QS mod
Cc1c(C(C)(C)C)sc(=NC(=O)c2ccccc2O)n1C	-2	·	i	6	-1	-15	-3	-14	-5	30
COc1ccc(/C=N/Nc2nncn2N)cc1Br	1	24	i	0	7	47	0	78*	1	49
O=C(NCCN1CCOCC1)c1ccc2ccccc2n1	1	-1	i	1	-1	-8	1	7	1	13

Next part
SMILES	HDAC3 inhib	DYRK1A inh	PolyA inhibitor	HSP90 inh	GSK3A inh	HSF1 inh	GSK3beta inhib	HSF1 activator	Platelet DG rel	AI-2 QS mod
O=C(c1ccc2c(=O)n(C3CCCC3)c(=S)[nH]c2c1)N1CCN(C2CCCCC2)CC1	-2	-6	i	-5	0	-6	2	15	-6	20
Cc1nc2c(nnn2Cc2ccccc2)c(=O)[nH]1	-1	5	i	-5	6	-6	0	-7	-4	26
NC(=O)C(c1ccc(Cl)cc1Cl)c1ncc(C(F)(F)F)cc1Cl (stereo not drawn)	0	-9	i	6	-4	9	1	10	-2	0
Cc1nnc(NC(=O)C(C)Sc2nnc(CNC(=O)c3ccccc3F)n2C)s1 (stereo not drawn)	-4	6	i	·	1	-7	2	-2	-6	-7
COc1ccc(CCN(C(=O)C(F)(F)F)C(C(=O)NC2CCCC2)c2cccs2)cc1 (stereo not drawn)	12	-4	i	2	-2	·	3	·	-5	3
O=C(c1ccco1)N1CCN(C(c2ccccc2)c2nnnn2C2CCCC2)CC1 (stereo not drawn)	0	-1	i	-2	-3	3	2	-18	11	24
NC(=O)c1ccc(NC(=O)CN2C(=O)NC(c3ccccc3)(c3ccccc3)C2=O)cc1	5	2	·	-1	0	5	0	13	9	-30
